# S-ASM inh: Inhibitors of Secretory Acid Sphingomyelinase (S-ASM): qHTS. placental ASM, HMU-PC fluorogenic substrate, 60 min. Potency, µM (top dose mostly 57.5 µM), without a hit: top-dose activity change, negative = inhibition, hits mostly inhibitors. 340,000 compounds, 0.006% hits; active = well fitted inhibition curve with a large enough effect; inconclusive = small, poorly fitted or top-dose-only effect; inactive = no such curve, though single readings can be large or run the other way; note: potency is the fitted concentration of half-maximal effect
# Target sequence (P17405 47-631 limits assumed): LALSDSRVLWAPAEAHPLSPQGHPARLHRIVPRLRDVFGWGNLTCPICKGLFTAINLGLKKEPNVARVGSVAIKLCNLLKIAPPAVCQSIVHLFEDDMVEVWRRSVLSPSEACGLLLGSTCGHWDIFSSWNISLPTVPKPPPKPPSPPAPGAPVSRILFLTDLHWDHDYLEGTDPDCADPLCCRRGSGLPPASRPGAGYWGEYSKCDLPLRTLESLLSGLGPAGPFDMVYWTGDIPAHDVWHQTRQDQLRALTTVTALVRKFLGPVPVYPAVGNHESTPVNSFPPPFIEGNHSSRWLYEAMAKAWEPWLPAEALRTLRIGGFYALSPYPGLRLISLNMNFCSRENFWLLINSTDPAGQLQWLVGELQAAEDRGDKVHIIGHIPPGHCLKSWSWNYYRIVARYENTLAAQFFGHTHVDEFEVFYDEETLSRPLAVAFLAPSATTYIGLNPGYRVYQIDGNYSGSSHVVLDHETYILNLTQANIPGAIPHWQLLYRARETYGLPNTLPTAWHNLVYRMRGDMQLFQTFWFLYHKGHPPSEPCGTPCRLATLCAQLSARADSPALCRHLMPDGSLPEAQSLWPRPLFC
#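 Fluorogenic HMU-PC substrate (9 uM final) is turned over by placental ASM in 60 min at 37 C after a 10 min compound preincubation. Reaction ended by alkaline stop (pH 10), with fluorescence read at 386/447 nm.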
# hERG WT inh: qHTS for Inhibitors of KCHN2 3.1: Wildtype qHTS; U2OS, BacMam KCNH2, thallium flux FluxOr; active compounds read low; 340,000 compounds, 0.37% hits; activity change, % at 1.84 µM;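 active = maximum activity change below -70%; inconclusive = maximum activity change between -70% and -50%; inactive = maximum activity change above -50%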; note: % is set by controls: 0 for no effect and ±100 for the full control effect
#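 U2OS cells transduced with wild-type KCNH2 virus are loaded with FluxOr dye for 45 min, and thallium flux is measured in kinetic reads before and after stimulation buffer. Rate constants are normalized to DMSO controls.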
# The depositor's hits bear a star; i = inactive; ? = inconclusive; [ ] = remark or other dose. An excerpt (hit frequency here may not be typical).
# Each structure is followed by: S-ASM inh, hERG WT inh
> Nc1ccc(C#Cc2ccc3sc4ccccc4c(=O)c3c2)cc1
    9.1%, 5.7
> CCOC(=O)C[C@H]1c2ccccc2S(=O)(=O)N1c1ccccc1
    2.7%, -14.3
> CN(C(=O)c1cccc(NC(=O)Cc2ccc(NC(=O)C3CCN(C(=O)C4CCCC4)CC3)cc2)c1)C1CCC1
    -6.0%, -6.9
> CC1=NN(c2nc(N)nc(/C(C#N)=C/c3ccc([N+](=O)[O-])o3)n2)C(C)(C)C1
    7.1%, -6.4
> COc1ccccc1C(CNC(=O)C(CCSC)NC(=O)c1ccccc1Cl)N1CCCC1 (stereo not given)
    1.5%, 11.6
> O=C(CCCc1ccccc1)Nc1nccs1
    -4.0%, 1.1
> COc1ccc(C(CNC(=O)c2cccc(S(=O)(=O)Nc3ccc(F)cc3)c2)N2CCOCC2)cc1 (stereo not given)
    -0.7%, 0.2
> O=c1[nH]c2cc(F)ccc2c2ccc(F)cc12
    -1.9%, 6.5
> Cc1noc(C)c1C(=O)N1CCN(S(=O)(=O)c2cccs2)CC1
    4.1%, -2.2
> CC(=O)c1ccc(OCc2cc(C(=O)N3CCN(C4CCCC4)C(=O)C3)no2)cc1
    0.9%, -19.6

# Quoted at random: three entries already listed
# Each structure is followed by: S-ASM inh, hERG WT inh
> COc1ccccc1C(CNC(=O)C(CCSC)NC(=O)c1ccccc1Cl)N1CCCC1 (stereo not given)
    1.5%, 11.6
> O=C(CCCc1ccccc1)Nc1nccs1
    -4.0%, 1.1
> Nc1ccc(C#Cc2ccc3sc4ccccc4c(=O)c3c2)cc1
    9.1%, 5.7

# (more compounds)
# Each structure is followed by: S-ASM inh, hERG WT inh
> CC(O)(c1ccccc1)c1ccc2ccccc2n1 (stereo not given)
    2.2%, 3.8
> CC(CCc1ccccn1)C(=O)C(C)CCc1ccccn1 (stereo not given)
    0.6%, 1.2
> Cc1cc(/N=C/C=C2/N(C)c3ccccc3C2(C)C)n(CCC#N)n1
    -18.5%, 3.1
> Cc1ccccc1Nc1ncnc2[nH]ncc12
    -0.1%, -1.1
> O=C1c2cc(CO)cc(O)c2C(=O)c2c(O[C@@H]3OC(CO)[C@@H](O)[C@@H](O)[C@@H]3O)cccc21 (stereo not given in full)
    -1.3%, -7.9
> CN(C)c1ccc(/C=N/NC(=O)c2nnn(-c3nonc3N)c2CN2CCCCCC2)cc1
    34.8%[activator], 6.6
> COc1ccc(-c2c(C#N)c(N)nc3c2c(=O)n(C)c(=O)n3C)cc1Cl
    -2.0%, -6.3
> N#CC1(Nc2ccc(-c3ccc(NC4(C#N)CCCC4)cc3)cc2)CCCC1
    -2.1%, -16.7
> CCN(CC)c1ccc(S(=O)(=O)N2CCOCC2)cc1NC(=O)COC(=O)/C=C/c1ccco1
    -8.3%, -9.1
> CCN(C(=O)COC(=O)c1ccccc1Cc1ccccc1)c1c(N)n(Cc2ccccc2)c(=O)[nH]c1=O
    -1.9%, -0.2

# Next section
# Each structure is followed by: S-ASM inh, hERG WT inh
> Cc1cc(=O)oc2c(C)c(OC(=O)c3ccco3)ccc12
    i, -3.3
> O=S(=O)(O)c1cc(O)c(N=Nc2ccc(O)cc2O)c2ccccc12
    -8.1%, -4.9
> Cn1c(=O)c2c(nc(CN3CCOCC3)n2Cc2ccccc2)n(C)c1=O
    7.1%, -5.7
> COc1ccccc1C(CNC(=O)c1cccc(S(=O)(=O)N2CCCc3ccccc32)c1)N(C)C (stereo not given)
    0.6%, 19.5
> O=S(=O)(CCNCc1ccccc1)NC1CCCCC1
    1.2%, -17.9
> CCN(CC)CCCNc1nc2ccccc2c2[nH]c3ccc(OC)cc3c12
    -3.8%, -23.0
> O=C(NCCCc1ccccc1)c1cccc(NC(=O)C2CC2)c1
    2.1%, 22.7
> COC(=O)N/N=C(C)/C=C/c1ccccc1
    3.0%, -43.7
> COc1cccc(C=NNC(=O)C2CC2)c1
    12.5%, -3.1
> NC(=O)C1CCN(CCCNC2CC(=O)N(Cc3ccc(N4CCCC4=O)cc3)C2=O)CC1 (stereo not given)
    1.5%, 8.0

# New compounds follow
# Each structure is followed by: S-ASM inh, hERG WT inh
> CC12CCC(=O)C=C1CCC1C2CCC2(C)C(C(=O)CO)CC(O)C12 (stereo not given)
    0.8%, 2.0
> N#CC1(Nc2ccc3ccccc3c2)CCCC1
    12.4%, -5.7
> CNc1nc(Cl)nc2c1ncn2-c1ccccc1
    2.7%, -2.4
> Cc1nc(C)n(C(Oc2ccc(Cl)cc2Cl)C(=O)C(C)(C)C)n1 (stereo not given)
    6.2%, -14.8
> Cn1c(=O)c2[nH]c(Cc3cccc4ccccc34)nc2n(C)c1=O
    6.5%, -0.8
> S=C(NCCc1ccccc1)N/N=C/c1cccs1
    -8.8%, 10.2
> CC1CC(=O)NC(=O)N1Cc1ccccc1 (stereo not given)
    1.4%, 0.2
> CC(O)CN(CC(C)O)c1ccc2c(c1)Cc1cc([N+](=O)[O-])ccc1-2 (stereo not given)
    ?, ?
> C=CCCC(=O)N1C[C@H]2CON(C)[C@H]2C[C@H]1c1ccccc1Br
    8.6%, 2.8
> Cc1ccc(C(C)C)c(O)c1C(=O)O
    1.7%, 4.7

# Continuation.
# Each structure is followed by: S-ASM inh, hERG WT inh
> CC(=O)Nc1ccc(NC(=O)c2ccc(N(Cc3ccccc3C)S(C)(=O)=O)cc2)cc1
    -6.3%, 7.0
> O=C(Cc1ccc(NC(=O)C2CCN(C(=O)C3CCC3)CC2)cc1)Nc1ccc(C(=O)N2CCOCC2)cc1
    13.6%, -0.3
> COc1ccc(C(=O)NNC(=O)c2ccc3ccccc3c2)cc1
    1.5%, -2.1
> O=C(OCCOc1ccc(Cl)cc1)c1cc(S(=O)(=O)N2CCCCC2)ccc1N1CCOCC1
    -2.1%, -3.0
> CCOC(=O)C[C@H]1c2ccccc2S(=O)(=O)N1C1CC1
    1.0%, 0.6
> CCN1CCC(O)(C(C(=O)O)c2ccccc2)CC1 (stereo not given)
    -2.7%, 1.7
> COc1ccccc1NS(=O)(=O)c1ccc(C)c(C(=O)NCC(c2cccs2)N2CCOCC2)c1 (stereo not given)
    11.5%, 4.7
> Cc1c(NC(=O)CCc2ccc(S(=O)(=O)N3CCOCC3)cc2)c(=O)n(-c2ccccc2)n1C
    5.2%, 9.1
> O=C(Cc1ccccc1)NCc1nc2ccccc2[nH]1
    6.3%, 8.7
> O=C(Nc1ccc(N2CCOCC2)c(S(=O)(=O)Nc2ccccc2Cl)c1)c1ccc(=O)[nH]n1
    -6.8%, -5.0

# Following part:
Structure,S-ASM inh,hERG WT inh
CCCC1(C2CCCC2)NC(=O)NC1=O (stereo not given),-3.3%,-14.0
CCN1C[C@@H]2[C@@H]3C(=O)N(Cc4ccccc4)C(=O)[C@@H]3[C@](Cc3ccccc3)(C(=O)OC)N2C1=NCc1ccccc1,-0.2%,30.9
CCc1nc2ccccc2c(=O)n1/N=C/c1ccc(OC)cc1,1.7%,6.5
CC[C@H](C)[C@H]1CNC(=S)N1CC1CCN(CCCC2CCCC2)CC1,0.7%,26.6
Cc1cccc2nc(CSc3ccccc3N)cn12,4.1%,-5.5
CC(C)(C)c1ccc(C(=O)NCCN2CCOCC2)cc1,3.5%,10.6
COc1ccc(NC(=O)C(OC(=O)Cn2cnc3c2c(=O)n(C)c(=O)n3C)c2ccccc2)cc1Cl (stereo not given),-7.7%,30.8
O=C(Nc1ccn(CCCN2CCN(c3ccccn3)CC2)c(=O)n1)OCc1ccccc1,-2.3%,20.7

# The list goes on:
Structure,S-ASM inh,hERG WT inh
COc1nc(=O)n(C2CCCO2)cc1C (stereo not given),-2.8%,-3.8
Cc1cccc(-c2ccc3c(c2)C2CC3CCN2Cc2ccc3c(c2)OCO3)c1 (stereo not given),-16.9%,-12.7
O=C1c2cccc3cccc(c23)C(=O)C1(O)O,-4.6%,4.3
O=C(O)CC(c1ccccc1)N1C(=O)c2ccccc2C1=O (stereo not given),-1.2%,-1.0
CCC(CC)c1nnc(NC(=O)CS(=O)(=O)Cc2ccccc2)s1,-0.4%,-10.9
O=C1/C(=C\c2ccc([N+](=O)[O-])cc2)CS(=O)(=O)C/C1=C/c1ccc([N+](=O)[O-])cc1,-1.1%,-5.7
CC(C)(CNC(=O)c1ccccc1F)CNC(=O)c1ccccc1F,3.0%,-3.5
COc1cc(C2c3cc4c(cc3OC(NNC(N)=O)C2C)OCO4)cc(OC)c1OC (stereo not given),1.2%,-8.7

# (more compounds)
Structure,S-ASM inh,hERG WT inh
NC(=O)CC(NC(=O)Cc1ccc(Br)cc1)c1ccc(NC2CCCCCCC2)c([N+](=O)[O-])c1 (stereo not given),-11.3%,-10.9
CC1([N+](=O)[O-])COC2(CCCCC2)OC1,20.0%,6.2
CCCCC1C(=O)NN(c2ccccc2)C1=O (stereo not given),-0.9%,0.7
COc1ccc(C2C(C#N)=C(N)Oc3cc(O)ccc32)cc1 (stereo not given),-0.6%,2.4
O=C(OCCSCCOC(=O)C1CC=CCC1)C1CC=CCC1 (stereo not given),-2.3%,3.8
CN(CC(=O)Nc1cccc(S(=O)(=O)N2CCCC2)c1)CC(=O)Nc1ccc(F)c(F)c1F,-2.5%,2.6
c1c[nH]c(CN2CCN(Cc3ncc[nH]3)CC2)n1,3.0%,22.6
COc1ccccc1C=NN=Cc1ccccc1O,-1.5%,34.1

# Next part
Structure,S-ASM inh,hERG WT inh
CCN(CC)c1ccc2cc(-c3nc(-c4cc5ccccc5oc4=O)cs3)c(=O)oc2c1,29.3%,-12.2
O=C(O)CNC(=O)C1(NC(=O)OCc2ccccc2)CCCC1,0.7%,-0.1
CCC1(CC)Cc2ccccc2-c2[nH]c(=S)[nH]c(=O)c21,-0.4%,-4.6
O=C(O)Cc1cccc(=O)c(O)c1C(=O)O,-6.0%,12.9
O=c1cc(-c2cccc(F)c2)oc2ccccc12,-5.0%,-3.3
CCOc1ccc(-n2c(SCC(=O)NCc3ccco3)nc3c([nH]c4ccccc43)c2=O)cc1,-0.8%,-1.7
CCCCCCCCNCCS(=O)(=O)NC1CCCCC1,2.7%,1.5
Cc1cc(C)c(O)c(CN(C)Cc2cc(Cl)cc(Cl)c2O)c1,-2.4%,5.3

# The results go on.
Structure,S-ASM inh,hERG WT inh
COc1cccc(C(=O)NNC(=O)c2ccc3ccccc3c2O)c1,-6.6%,-0.2
Cc1ccc(S(=O)(=O)CCC(=O)OCC(=O)N(C)c2ccccc2)cc1,-1.6%,-0.5
Cc1ccc(S(=O)(=O)OCC(=O)Nc2ccc(C(=O)O)c(O)c2)cc1,2.4%,12.3
O=[N+]([O-])c1ccc(NN=Cc2cccc3ccccc23)nc1,22.3%,-8.9
CN(C)CC/C=C1/c2ccc(F)cc2Sc2ccc(Cl)cc21,-2.7%,12.9
O=C(NC1CCN(Cc2ccccc2)CC1)c1ccccc1NS(=O)(=O)c1ccc(F)c(F)c1,4.5%,19.8
CC1(C)CC(NC(=O)C2CCN(S(=O)(=O)c3ccc(Cl)c(C(F)(F)F)c3)CC2)CC(C)(C)N1,-1.2%,-0.6
COc1cccc(C=NNC(=O)C(C)SC(C)C(=O)NN=Cc2cccc(OC)c2)c1 (stereo not given),4.1%,2.9

# (cont.)
Structure,S-ASM inh,hERG WT inh
CN1CCN(c2ccc(S(=O)(=O)N3CCOCC3)cc2NC(=O)COc2ccc(C#N)cc2)CC1,18.8%,33.4
COc1cc(C2c3cc(O)c(OC)cc3CC(C(=O)O)C2CO)ccc1O (stereo not given),-2.2%,-0.2
CN(C)c1ccc2c(c1[N+](=O)[O-])Cc1ccccc1-2,-12.8%,3.9
Nc1ncnc2c1nc(Br)n2[C@@H]1O[C@@H]2COP(=O)(O)O[C@H]2[C@H]1O,-1.0%,5.8
CN(C)CC1CCC/C(=C\c2ccc(OC(=O)/C=C/c3ccccc3)cc2)C1=O (stereo not given),-0.2%,0.7
O=c1[nH]cnc2c1ncn2-c1ccc(N(CCO)CCO)cc1,5.3%,12.0
O=C(NCCN1CCOCC1)c1ccc(CS(=O)(=O)c2ccc(Br)cc2)o1,1.0%,-7.5
COC(=O)C1CCC(=O)N1C(c1ccc(OC)cc1)c1cc(OC)c(OC)c(OC)c1 (stereo not given),3.4%,3.6

# Grouped by structure, the entries above containing an aryl thioether with sulfur outside any ring.
Structure,S-ASM inh,hERG WT inh
Cc1cccc2nc(CSc3ccccc3N)cn12,4.1%,-5.5
CCOc1ccc(-n2c(SCC(=O)NCc3ccco3)nc3c([nH]c4ccccc43)c2=O)cc1,-0.8%,-1.7

# Next section
Structure,S-ASM inh,hERG WT inh
Cc1cc(O)c2c(c1)CC1C3CCC4CC(=O)CCC4(C)C3CC(=O)C21C (stereo not given),-14.4%,5.8
O=C(Cn1cc(COc2cccc([N+](=O)[O-])c2)nn1)c1ccc(O)cc1,-1.1%,-1.8
NC(=S)NN=Cc1nccc2ccccc12,-0.7%,0.5
Cn1ccnc1C(=O)Cc1ccc([N+](=O)[O-])cc1,-0.9%,2.5
CCO[C@H]1OC(C(=O)O)=C[C@@H](c2ccccc2)[C@@H]1CCCO,-4.1%,6.1
Cn1c(=O)c2[nH]c(CSCc3ccccc3)nc2n(C)c1=O,0.1%,0.8
COC(=O)c1c(-c2ccccc2)noc1-c1ccccc1,5.5%,-10.4
O=C1C=C(c2ccc(F)nc2)CCC1,1.5%,-3.3
COc1ccc(C(C#N)=C2C=CC(=NO)C(C)=C2Cl)cc1,?,-4.2
O=c1ncn(-c2cccc(Cl)c2)c2ccccc12,-1.2%,0.6

# Full records, quoted from the list.
# O=c1ncn(-c2cccc(Cl)c2)c2ccccc12 as listed: S-ASM inh: -1.2%; hERG WT inh: 0.6
# COC(=O)c1c(-c2ccccc2)noc1-c1ccccc1 as listed: S-ASM inh: 5.5%; hERG WT inh: -10.4

# High-throughput results as filed in PubChem.
